High-throughput results (PubChem BioAssay)
Dynein transport – inhibitors of GR-EGFP nuclear translocation, primary screen, dynein cargo transport inhibitor project, imaging, high-content, 3617.4 mouse cells. test concentration mostly 20 µM; stimulated with dexamethasone, 1 µM; active compounds read low. z-score, hits read low. actives 0.47% (n = 220,000). AID 1381, 2008;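 active = plate z-score of nuclear minus cytoplasmic receptor signal below a set negative limit, without overly bright fluorescence or cell loss, cut at about -3.5 in these data, passing the limit was not always enough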;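 also: z-score of nuclear minus cytoplasmic ring GR-EGFP intensity difference per well; some compounds called inactive have numbers as strong as hits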
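Also added: dexamethasone, 1.0 µM final. Medium: tet-free, stripped-serum medium. Detection: fixed, Hoechst-stained cells imaged at 10x for EGFP. Read-out: nuclear-to-cytoplasmic GR-EGFP distribution per well. Times: induction 48 h, compound 1 h, agonist 30 min.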
UTI89 phage lysis – inhibition of K1F phage lysis, E. coli UTI89, bacterial capsule biogenesis inhibitors, alamar blue (AID 488966) | E. coli UTI89 K1F phage lysis, alamar blue, 2 h; higher % means a stronger effect | inhibition, % at 100 µM; hits with a dose series show IC50 in µM | actives 0.02% (n = 340,000);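 active = phage lysis inhibition, versus mean bacterial control, above a set limit; inconclusive = no clear call, values can overlap the other calls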;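 also: capsule biogenesis inhibitors block K1F phage lysis so surviving cells raise fluorescence; higher fluorescence means more inhibition of phage lysis; actives were called in the ten point dose series up to 300 µM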
ER stress rescue – rescue of cells from ER stress-induced death, primary screen, 384-well, CSM14.1, thapsigargin, ATP luminescence (AID 1222); CSM14.1 thapsigargin-induced death rescue, ATP luminescence; higher % means a stronger effect; one-dose cellular ATP content (survival), % at 20 µM; EC50 in µM for titrated hits; 190,000 tested, under 10 active;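 active = EC50 below 50 µM in the dose-response confirmation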;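 also: death triggered by thapsigargin at about 15 µM added after 2 h compound pretreatment; cell ATP read after overnight thapsigargin exposure of roughly 18 to 22 hours; normalized against plate controls of thapsigargin alone and 5% DMSO vehicle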
Ins promoter up – insulin promoter activators in MIN6 cells, imaging, high-content screening, mouse beta cells; MIN6 insulin promoter-GFP reporter; active compounds read high; z-score at 5 µM; actives 0.3% (n = 190,000);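 active = z-score above 3 at 5 µM with at least 500 cells counted in the well; inconclusive = wells under 500 cells, flagged as cytotoxic or low count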
P. falciparum M1AAP – P. falciparum M1AAP inhibitors, biochemical, fluorogenic H-Leu-NHMec substrate, 1536-well (AID 1445); actives 0.42% (n = 220,000); Aminopeptidase N (Plasmodium falciparum (isolate 3D7)); recombinant M1AAP, H-Leu-NHMec fluorogenic kinetic assay; higher % means a stronger effect; inhibition, % at 30 µM; hits with a dose series show IC50 in µM;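 active = primary inhibition above the hit cutoff, then over 50% inhibition at one or more dose response concentrations, cut at about 23% in these data, passing the limit was not always enough; inconclusive = conflicting primary data, or primary hits not chosen for dose response; inactive = low primary inhibition, or under 50% at every dose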;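 also: plate controls were DMSO full reaction for no effect and no enzyme background for full effect; strong numbers were not always called active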
MT stabilize HCS – microtubule stabilizers in HeLa cells, primary screen, imaging, high-content imaging. HeLa tubulin immunostaining HCS, 24 h; share of cells brighter than vehicle mean+2SD. % tubulin-high responders, % at 10 µM. actives 0.83% (n = 200,000). AID 2205, 2009;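 active = plate Z-score above 3 for both tubulin-high and condensed-nucleus cell shares, with cell loss under 80%, at 10 µM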;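 also: anti alpha tubulin signal scored within the nucleus-defined area of each cell; some results filed as inactive read as strong as hits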
P. falciparum M17LAP – P. falciparum M17LAP inhibitors, primary screen, biochemical, fluorogenic H-Leu-NHMec substrate, 1536-well (AID 1619). actives 0.38% (n = 220,000). recombinant M17LAP, H-Leu-NHMec fluorogenic kinetic assay; higher % means a stronger effect. Leucine aminopeptidase (Plasmodium falciparum (isolate 3D7)). inhibition, % at 30 µM; hits with a dose series show IC50 in µM;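 active = compound inhibiting the enzyme by more than half at any dose during confirmatory dose-response retesting; inconclusive = strong single-dose inhibitors picked by rank but not retested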;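 also: plate controls were full reaction with DMSO carrier for no effect and no enzyme background for full effect; strong numbers were not always called active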
b-catenin transl – modulators of beta-catenin nuclear translocation, primary screen, imaging, HeLa cells, immunofluorescence, high-content; nuclear translocation activity, % at 5 µM; actives 0.3% (n = 190,000);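 active = nuclear translocation activity above 50% at 5 µM, with a well cell count of 50 or more; inconclusive = wells under 50 cells across six images, flagged as toxic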;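 also: per-cell ratio of nuclear to cytoplasmic median beta-catenin stain intensity; plate controls were DMSO negative control for no effect and GSK-3 inhibitor IX positive control for full effect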
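Read-out: Nuclear/cytoplasmic beta-catenin signal ratio, % activation | Assay system: Human HeLa cell line | Times: 24 h compound exposure at 37°C, 5% CO2 | Signal: Fluorescence imaging of beta-catenin antibody stain plus DAPI | Dosing: 5 µM primary, 0.02–20 µM confirmation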
Autophagy HCS – autophagy modulators in MEF cells, primary screen, imaging, high-content, MEF GFP-LC3; MEF GFP-LC3 puncta imaging; test concentration mostly 10 µM; calls only at 10 µM (by protocol); actives 0.98% (n = 190,000);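 active = percentage of spot-positive cells more than 3 SD above its plate mean, without a fluorescence outlier flag or 80% toxicity; inconclusive = no clear call, values can overlap the other calls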;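 also: spot-positive cell cutoff set from DMSO-treated cells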
Dynein transport cytoplasmic EGFP – further read-out of Dynein transport, marked with its call; z-score; measured here: cytoplasmic GR-EGFP intensity; active compounds read high
Dynein transport nuclear GR-EGFP – further read-out of Dynein transport, marked with its call; z-score; measured here: nuclear GR-EGFP intensity;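 lower value marks the stronger effect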
Dynein transport cell count – further read-out of Dynein transport, marked with its call; z-score; measured here: cell count per field
Ins promoter up cell count – second read-out of Ins promoter up, no call of its own (marks repeat the call); cell count; measured here: cytotoxicity, nuclei count;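 total cells summed across four imaged fields per well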
b-catenin transl cell count 5 µM – second read-out of b-catenin transl, no call of its own (marks repeat the call); cell count; measured here: cell count, cytotoxicity flag
MT stabilize HCS Hoechst-high % – second read-out of MT stabilize HCS, no call of its own (marks repeat the call); % Hoechst-high responders; measured here: nuclear condensation Hoechst responders;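 share of cells brighter than vehicle mean plus two SD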
MT stabilize HCS cytotoxicity % – also measured in MT stabilize HCS; calls as there; toxicity, %; measured here: cytotoxicity by cell density;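 0% = mean cell density of plate MIN control wells and 100% = no cells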
Autophagy HCS cell loss 18 h – also measured in Autophagy HCS; calls as there; toxicity, %; measured here: cell loss, nuclei count;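 cell loss after 18 h compound exposure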
Active calls of the source: *; i = inactive; ? = inconclusive; . = no result given; [ ] = another dose, or the depositor's remark. Rows were taken by chance; any-hit rate near 2.9%.

SMILES	Dynein transport	Dynein transport cytoplasmic EGFP	Dynein transport nuclear GR-EGFP	Dynein transport cell count	UTI89 phage lysis	ER stress rescue	Ins promoter up	Ins promoter up cell count	P. falciparum M1AAP	MT stabilize HCS	MT stabilize HCS Hoechst-high %	MT stabilize HCS cytotoxicity %	P. falciparum M17LAP	b-catenin transl	b-catenin transl cell count 5 µM	Autophagy HCS	Autophagy HCS cell loss 18 h
O=C(NC1CCCCC1)C(c1ccccc1)N1CCOCC1 (stereo unspecified)	-0.011	-0.23	0.31	0.33	0.4%	2.8%	.	.	3%	5.2	1.4	6.9	0%	.	.	i	1
CCCSc1oc(-c2ccco2)nc1S(=O)(=O)c1ccccc1	0.84	-0.22	0.086	-1.2	2.8%	-3.0%	.	.	2%	3.7	1.8	7.3	1%	.	.	i	-9
Cc1ccc(S(=O)(=O)NC(=O)NC(C)Cc2ccccc2)cc1 (stereo unspecified)	1.7	-0.052	1.6	-2.1	-0.3%	-0.1%	0.2	1588	-1%	1.5	2.0	2.0	12%	-0.7	1605	i	-4
COc1ccc(-c2csc(Cc3nnc(N4CCOCC4)n3-c3ccccc3)n2)cc1OC	0.039	-0.26	0.41	1.1	-0.3%	-2.0%	-1.2	920	1%	3.3	1.7	3.9	11%	-2.7	1197	i	-11
N=c1ccn(Cc2ccc(F)cc2)cc1	-0.52	-0.26	0.081	1	.	.	0.43	1095	1%	.	.	.	0%	0.4	1275	.	.
O=C(c1cccs1)n1nc(-c2ccccc2)nc1NCc1ccc(F)cc1	1.4	-0.18	0.72	0.016	0.8%	-1.2%	.	.	-3%	3.5	1.7	2.0	9%	.	.	i	1
Cn1nc(-c2ccc(Cl)cc2)cc1NC(=O)Nc1ccccc1	-0.31	-0.26	-0.28	0.27	0.7%	.	0.36	1396	7%	.	.	.	1%	-5.3	1140	.	.
Cc1ccc(/C=N/NC(=O)c2cccc(S(=O)(=O)Nc3ccccc3Cl)c2)s1	-0.9	-0.31	-0.45	1.1	1.1%[50 µM]	-2.2%	0.58	1486	20%	5.9	2.1	3.5	-1%	-1.2	963	i	16
O=P(c1ccccc1)(c1ccccc1)C(O)c1ccncc1 (stereo unspecified)	-1.6	0.28	-0.64	0.85	0.9%	-1.3%	-0.08	1094	2%	2.1	1.7	6.8	4%	-0.3	800	i	-2
O=C(OCC#Cc1c(COC(=O)c2ccccc2)nnn1Cc1ccccc1)c1ccccc1	0.53	-0.8	0.26	-0.41	1.4%	.	0.54	1100	4%	.	.	.	3%	-2.3	1392	.	.
O=C(CNS(=O)(=O)/C=C/c1ccccc1)OCC(=O)N1CCC(Cc2ccccc2)CC1	0.27	-0.14	0.2	0.48	1.1%	0.5%	1.3	952	-1%	2.5	2.4	7.2	3%	-3.6	1260	i	-1
O=C(NNC(=O)c1ccccc1Cl)c1ccccc1Cl	-0.12	-0.27	-0.088	1.2	-0.8%	.	-0.44	1409	-4%	.	.	.	4%	4.6	960	.	.
COc1ccccc1N1CCN(C(=O)CSc2nnc(NC(=O)c3ccco3)s2)CC1	0.25	-0.31	0.36	-1	-0.2%	-0.3%	-1.4	1532	4%	4.1	3.8	8.5	48%	-1.2	907	i	6
Fc1ccc(CSc2ccc(-c3ccco3)nn2)cc1	-0.02	0.41	0.22	-0.42	0.9%	-2.9%	-0.13	1543	7%	2.7	4.0	9.7	22%	-1.0	1139	i	1
CCCCOC(=O)c1ccc(NC(=O)c2cc(Cl)c(Cl)cc2C(=O)O)cc1	-0.28	-0.35	-0.05	0.068	-0.6%	-1.1%	0.61	1468	4%	3.0	2.4	4.3	6%	-1.9	1104	i	-17
Cc1ccc(N2C(=O)CSC2=S)cc1C	-2.5	0.023	-1.3	1.9	-1.7%	3.0%	0.02	1582	-2%	3.8	1.7	7.7	4%	-1.8	1010	i	-11
O=C(O)CCNc1ccc2c(c1)OCCO2	-0.15	-0.28	-0.31	1.3	1.4%	-3.0%	0.96	1226	0%	3.5	1.9	3.2	14%	.	.	i	25
N#CC1=C(N)OC2=C(C(=O)CC(c3ccccc3)C2)C1c1ccc2c(c1)OCO2 (stereo unspecified)	-0.3	-0.067	0.76	0.12	4.8%	1.0%	0.28	1317	1%	2.9	3.5	11	-5%	1.2	552	i	19
O=C(NCCCn1ccnc1)c1ccc(Br)c(S(=O)(=O)N2CCOCC2)c1	0.033	-0.23	-0.64	0.62	0.8%	-0.5%	0.05	1506	5%	2.5	2.2	0.5	6%	1.9	1246	i	-2
CCn1c2ccccc2c2cc([N+](=O)[O-])ccc21	-0.64	0.008	-0.42	1.4	-0.6%	0.0%	0.79	1328	1%	1.7	1.6	3.5	7%	-3.1	1036	i	8
Cn1nc(-c2ccccc2)c(C#N)c1Sc1cccc(Cl)c1	3.3	-0.13	1.5	-1.9	3.3%	0.2%	-0.32	1040	0%	2.0	2.1	4.7	-5%	-0.1	1460	i	3
Cc1nc(N)nc(Nc2ccc(C#N)cc2)c1Br	-1.3	0.19	-0.48	0.19	1.3%[50 µM]	.	-0.14	1122	1%	.	.	.	0%	0.8	1212	.	.
COc1ccc(C2N=C(c3ccccc3)C(C)(C)N2O)cc1OC (stereo unspecified)	0.079	-0.1	0.46	-0.036	2.4%	1.9%	-0.61	1112	8%	4.1	2.8	2.3	8%	-1.8	1019	i	23
O=C(NCCS(=O)c1ccc(Cl)cc1)c1cccc(Cl)c1 (stereo unspecified)	-0.47	-0.29	0.089	0.18	.	-0.9%	-0.34	1300	5%	1.3	1.8	4.8	1%	-1.6	1110	i	6
C=CCN(CC=C)Cc1c(C)[nH]c2ccc(C(=O)OCC)cc2c1=O	-0.25	-0.2	-0.96	0.7	?	-1.3%	0.99	1184	7%	2.6	1.5	11	-14%	-0.4	1405	i	3
(further entries)
SMILES	Dynein transport	Dynein transport cytoplasmic EGFP	Dynein transport nuclear GR-EGFP	Dynein transport cell count	UTI89 phage lysis	ER stress rescue	Ins promoter up	Ins promoter up cell count	P. falciparum M1AAP	MT stabilize HCS	MT stabilize HCS Hoechst-high %	MT stabilize HCS cytotoxicity %	P. falciparum M17LAP	b-catenin transl	b-catenin transl cell count 5 µM	Autophagy HCS	Autophagy HCS cell loss 18 h
O=C1OC(N2CCN(C(=O)C3CCCO3)CC2)c2ccccc21 (stereo unspecified)	-0.78	-0.33	-0.27	0.8	-1.9%	1.6%	0.25	1257	10%	3.6	3.0	6.1	-8%	-5.7	933	i	-7
Cc1nc(SCC(=O)O)n[nH]1	-0.066	-0.26	-0.1	0.34	0.0%	.	-0.39	1496	-2%	.	.	.	7%	-1.6	1131	.	.
O=C(O)C1OC(Oc2cc3oc(-c4ccccc4)cc(=O)c3c(O)c2O)C(O)C(O)C1O (stereo unspecified)	-0.53	-0.12	0.058	1.5	0.3%	-1.8%	-0.25	1179	14%	3.5	2.5	5.0	31%	.	.	i	1
COC(=O)c1c(NC(=O)C2CC2)sc(C(=O)Nc2ccccc2)c1C	1.1	-0.28	0.78	-1	0.4%	-0.3%	0.32	1151	6%	5.7	2.9	8.3	4%	-2.1	1092	i	1
COC(=O)C1CC(=O)N(Cc2ccccc2)C1 (stereo unspecified)	1.6	-0.038	0.99	-2.2	0.0%	-0.5%	-0.07	1371	6%	3.1	2.7	8.5	-5%	-0.8	1081	i	-1
CC(=O)Nc1ccccc1-c1nc2ccc(C(=O)N3CCN(c4cccc(C)c4)C(C)C3)cc2[nH]c1=O (stereo unspecified)	0.42	-0.3	0.27	0.5	0.1%	2.3%	0.73	840	6%	4.6	2.6	13	0%	.	.	i	9
COc1cccc(NC(=O)COC(=O)c2ccccc2C(=O)N2CCN(c3ccccc3)CC2)c1	0.49	-0.2	0.77	-0.059	3.7%	-0.9%	0.23	1291	1%	4.8	3.8	5.0	0%	0.2	1019	i	15
COc1ccc(CCC(=O)Nc2ccccc2C(F)(F)F)cc1	-0.52	-0.31	-0.69	0.51	1.7%	-2.9%	-0.21	1416	0%	2.4	3.0	7.5	-6%	0.2	960	i	-1
O=[N+]([O-])c1cccnc1Oc1ccc(F)cc1F	0.45	-0.25	-0.19	-0.051	-0.2%	.	-0.18	1416	-1%	.	.	.	0%	2.4	1063	.	.
CC(=O)c1nnn(-c2ccc([N+](=O)[O-])cc2C)c1C	-0.52	-0.14	-0.091	-0.46	-1.6%	-0.8%	-0.36	1303	-7%	4.3	2.4	1.7	-2%	.	.	i	2
Nc1nnnn1/N=C/c1cccc(O)c1	-0.58	-0.19	-0.47	2.1	0.2%	-1.1%	0.13	1836	4%	3.1	1.4	3.9	14%	-0.2	1072	i	-29
COc1ccc(-c2noc(CCC(=O)Nc3cccnc3)n2)cc1OC	-0.25	-0.22	0.079	0.41	1.8%[50 µM]	0.0%	.	.	3%	5.0	2.0	10	4%	-3.3	1018	i	0
